S1P2 ag: S1P2 receptor agonists, primary screen, cell-based; Sphingosine 1-phosphate receptor 2 (Homo sapiens), O95136; S1P2-expressing cell line, agonist reporter read-out; activation, % at 4.5 µM; 0.46% of 97,000 active; AID 729, 2007; in the data active = activation above about 16%;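 note: 0% = vehicle low control and 100% = maximal reference agonist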
Target sequence (O95136 whole entry, looked up): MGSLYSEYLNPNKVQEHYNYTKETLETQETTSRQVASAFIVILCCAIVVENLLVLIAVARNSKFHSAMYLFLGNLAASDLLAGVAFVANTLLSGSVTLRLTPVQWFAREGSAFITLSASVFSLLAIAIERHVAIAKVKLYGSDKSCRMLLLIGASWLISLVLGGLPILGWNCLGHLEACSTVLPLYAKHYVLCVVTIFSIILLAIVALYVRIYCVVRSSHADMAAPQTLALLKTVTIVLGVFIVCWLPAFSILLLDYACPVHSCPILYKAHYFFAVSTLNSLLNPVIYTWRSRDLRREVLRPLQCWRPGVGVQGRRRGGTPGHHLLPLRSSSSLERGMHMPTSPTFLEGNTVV
sEH inh: soluble epoxide hydrolase inhibitors, primary screen, biochemical, human sEH | Bifunctional epoxide hydrolase 2 (Homo sapiens), P34913 | recombinant human sEH enzymatic activity assay | inhibition, % at 2 µM | 0.34% of 91,000 active | AID 707, 2007; in the data active = inhibition above about 80%; note: values of inactives mirror those of a sister screen read the other way; many of its hits are not listed in these tables
PostGolgi yeast: phenotypic screen on post-Golgi transport, primary screen; inhibition, % at 10 µM; 0.9% of 98,000 active; post-Golgi transport phenotypic cell assay;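 note: yeast cells grown in 1536-well plates; yeast grown about 18 h at 30C before absorbance read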
PostGolgi ctrl: growth inhibition of yeast control strain, primary screen, counter-screen for post-Golgi transport modulator project | efflux-deficient yeast background strain, growth absorbance A615, 16 h | inhibition, % at 10 µM | 5% of 98,000 active
S1P2 antag: human S1P2 receptor antagonists, primary screen, cell-based; Sphingosine 1-phosphate receptor 2 (Homo sapiens), O95136; cell-based S1P2 antagonist assay, inhibition at 5 uM; inhibition, % at 5 µM; 0.21% of 97,000 active; AID 736, 2007; in the data active = inhibition above about 45%;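 note: CRE beta-lactamase reporter cells expressing human S1P2 stimulated with S1P; 0% = agonist at EC80 alone and 100% = agonist plus reference antagonist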
hDAT+cocaine: changed hDAT dopamine uptake under cocaine IC80, either direction, primary screen, cocaine antagonist project, cell-based, LLC-PK1 hDAT, [14C]-dopamine uptake, MLSMR; Sodium-dependent dopamine transporter (Homo sapiens), Q01959; LLC-PK1 hDAT cells, [14C]-dopamine uptake with cocaine IC80; actives deviate in either direction; B-score at 10 µM; 1.3% of 110,000 active;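 active = Z score or B-score, a plate-position-corrected score, falls beyond the plate's 99.7% confidence bounds, in either direction; inactive = both scores lie inside the 99.7% bounds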;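 note: scored against the spread of the other compound wells on the same plate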
CYP2C19 inh: blockers of cytochrome P450 2C19 activity – biochemical, luminescence, ADME assay, primary screen; inhibition, % at 5 µM; CYP2C19 Supersomes, luciferin-H EGE luminescence, 30 min; 21% of 96,000 active; AID 778, 2007;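 active = CYP2C19 inhibition above a set limit at 5 µM in the primary screen, cut at about 50% in these data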;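 note: plate controls were negative control wells for no effect and 2.5 mM tranylcypromine positive control for full effect; values of inactives mirror those of a sister screen read the other way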
Target sequence (P33261 whole entry, looked up): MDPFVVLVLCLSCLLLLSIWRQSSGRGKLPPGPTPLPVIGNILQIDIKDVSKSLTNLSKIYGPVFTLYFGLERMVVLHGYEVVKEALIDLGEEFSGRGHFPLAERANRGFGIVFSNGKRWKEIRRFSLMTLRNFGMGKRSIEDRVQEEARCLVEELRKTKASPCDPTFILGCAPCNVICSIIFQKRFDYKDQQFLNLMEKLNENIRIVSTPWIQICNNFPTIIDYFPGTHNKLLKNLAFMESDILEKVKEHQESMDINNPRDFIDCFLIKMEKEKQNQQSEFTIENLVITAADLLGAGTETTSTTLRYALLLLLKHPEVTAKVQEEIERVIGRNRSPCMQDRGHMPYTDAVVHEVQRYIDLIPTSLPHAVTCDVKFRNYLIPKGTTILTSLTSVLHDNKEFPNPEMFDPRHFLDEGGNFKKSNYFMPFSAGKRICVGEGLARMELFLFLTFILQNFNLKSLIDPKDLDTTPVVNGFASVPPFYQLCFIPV
sEH activator: soluble epoxide hydrolase activators, primary screen, biochemical, human sEH; activation, % at 2 µM; Bifunctional epoxide hydrolase 2 (Homo sapiens), P34913; purified human sEH enzymatic activity, activator screen; AID 717, 2007; 0.04% of 91,000 active; in the data active = activation above about 37%; note: values of inactives mirror those of a sister screen read the other way
CYP2C19 activ: human CYP2C19 activators, primary screen, biochemical, luminescence | Cytochrome P450 2C19 (Homo sapiens), P33261 | recombinant CYP2C19, luciferin-H EGE luminescence; stronger effect = higher value; 0 = fully inhibited enzyme, 1 = untreated enzyme | activation factor at 5 µM | 96,000 tested, under 10 active | AID 1025, 2008;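 active = activation factor of at least 2 at 5 µM in the primary screen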;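 note: 0 = wells with 2.5 mM tranylcypromine and 1 = vehicle-only wells; values of inactives mirror those of a sister screen read the other way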
* marks the source's active call; other numbers are inactive results; · = no result given. Cut-off read from the data, not from the text of the source, unless noted: active = inhibition above about 30%; inactive = the rest.

Sequence of screens: S1P2 ag	sEH inh	PostGolgi yeast	PostGolgi ctrl	S1P2 antag	hDAT+cocaine	CYP2C19 inh	sEH activator	CYP2C19 activ
O=C(C1COc2ccccc2O1)N1CCN(c2ccccc2)CC1 (centres undefined)
    ·	·	6	20	·	0.67	85*	·	0.1
CCOc1ccc(Nc2nc(Cc3nnc(SCC(=O)NCc4ccco4)n3CC)cs2)cc1
    -6	0	10	-8	-11	2.8	35	1	0.7
CN(C)c1ccc(C(=O)Nc2cc(C(F)(F)F)ccc2-n2cncn2)cc1
    -1	-26	-2	5	-21	-0.41	-7	23	1.1
CCN(CC)S(=O)(=O)c1cc(NC(=O)C(=O)c2c(-c3ccccc3)cc3ccccn23)ccc1C
    -7	-8	-2	13	8	1.7	43	11	0.6
O=C(CCCn1c(=S)[nH]c2cc3c(cc2c1=O)OCO3)N1CCN(c2ccccc2F)CC1
    31*	-1	-1	2	-2	-0.37	5	2	1
Cc1cc(NCc2ccccn2)ccc1Br
    -3	6	-3	16	12	-0.2	63*	-7	0.4
CCOc1ccc2nc(SCC#N)c(C#N)cc2c1
    -7	22	0	-1	-11	0.51	11	-19	0.9
COc1cc(CNCCc2ccc(S(N)(=O)=O)cc2)ccc1OCC(=O)NC1CCCCC1
    -6	-1	-3	6	11	-0.0066	13	3	0.9
Cc1ccc(S(=O)(=O)NC(=O)Nc2cc(C)ccc2F)cc1
    -4	-7	-11	4	13	0.0088	6	5	0.9
Clc1ccc(-c2cn3c(n2)CCC3)cc1
    0	·	5	5	9	-0.13	10	·	0.9
Cc1ccc(NC(=O)C2CC(=O)N(c3ccc4c5c(cccc35)CC4)C2)cc1 (centres undefined)
    -4	3	-3	31*	-22	-0.4	26	-1	0.7
Cc1ccc2oc(-c3cccc(NC(=O)C4CCCO4)c3)nc2c1 (centres undefined)
    -4	9	6	1	-10	2.1	12	-6	0.9
CCOC(=O)CCC(NC(=O)c1cncc(O)c1)C(=O)OCC (centres undefined)
    -2	-16	-5	-5	-5	-0.97	6	19	0.9
COc1ccccc1OCCn1cc(C#N)c2ccccc21
    1	-6	·	·	-29	0.13	·	6	·
CCc1c(C)c2ccc(OCC(=O)N(C)C)c(C)c2oc1=O
    -5	-4	-2	7	-31	1.6	24	6	0.8
CCCOC(=O)c1ccc(NC(=O)CSC2=Nc3ccccc3C3CC=NN23)cc1 (centres undefined)
    -7	4	-15	19	-21	-0.77	52*	-5	0.5
CSc1nnc(C)c(/C=C/Nc2ccc(Cl)cc2)n1
    -9	10	9	20	20	0.083	30	-8	0.7
O=C(O)c1cccc(Nc2ncnc3c2cnn3-c2ccccc2)c1
    -5	9	-5	8	10	1.5	-4	-7	1
COC(=O)C(CC(C)C)Oc1ccc2c(C)cc(=O)oc2c1 (centres undefined)
    0	-8	-3	-5	1	0.17	20	6	0.8
O=C(NCc1ccncc1)Nc1ccccc1Cl
    ·	·	-3	-3	·	0.44	89*	·	0.1
COc1ccc(CCNC(=O)c2ccccc2NC(=O)c2ccco2)cc1OC
    -4	3	6	12	-11	1.6	·	-3	·
O=C(COC(=O)c1ccccc1O)Nc1ccc(OC(F)F)cc1
    -8	32	-5	29	-11	-0.84	34	-31	0.7
Cn1c(-c2ccc(Br)cc2)cnc1NCc1cccnc1
    -7	12	2	-7	16	-0.51	37	-9	0.6
COc1ccccc1-n1cnc2cc(NS(=O)(=O)c3ccc(Br)cc3)ccc21
    -3	-10	9	24	2	1.7	98*	9	0
CCCCCn1c(CN2CCN(c3cccc(Cl)c3)CC2)nc2c1c(=O)n(C)c(=O)n2C
    -2	-11	·	·	7	1.4	22	8	0.8
CCOC(=O)c1cc(CC)sc1NC(=O)c1ccc(N2C(=O)CCC2=O)cc1
    -4	-16	-8	0	-17	-0.73	-8	15	1.1
Cc1ccccc1C(=O)c1cccn1CC(=O)N1CCCCCC1
    -6	-4	-3	15	11	0.9	33	0	0.7
Cn1cc(C(=O)c2ccc(Cl)cc2Cl)cc1C(=O)N/N=C(\N)COc1cccc(C(F)(F)F)c1
    2	6	-5	20	-1	0.25	64*	-4	0.4
O=C(C/C=N\OCc1c(Cl)cccc1Cl)Oc1ccc(Cl)cc1Cl
    -7	-4	-3	18	2	-0.52	8	3	0.9
COc1cccc(C2NC(=O)NC(C)=C2C(=O)Nc2cccc(C)c2C)c1 (centres undefined)
    -5	-8	-2	3	13	-0.52	12	5	0.9
CCOC(=O)CN1C(=N)N(c2nc(NC(C)C)nc(NC(C)C)n2)CC1=O
    -2	6	·	·	-30	1.1	·	-6	·
CC(=O)c1cccc(-n2nnnc2SCC(=O)Nc2cccc(NC(=O)c3ccco3)c2)c1
    -14	4	0	2	8	0.028	82*	-5	0.2
COc1cc(NC(=O)CSc2nnc3n2C(C)(C)Cc2ccccc2-3)cc(OC)c1
    -9	7	-4	14	16	0.019	37	-7	0.6
OC(COCc1ccccc1)Cn1cnc2ccccc21 (centres undefined)
    -6	-4	0	7	16	0.48	18	5	0.8
COc1cccc(-c2csc(N3CCN(C(=S)Nc4ccccc4)CC3)n2)c1
    -8	-6	-1	22	13	-0.53	3	9	1
O=S(=O)(Nc1ccc2c(c1)OCCO2)c1cccc2nsnc12
    -6	-11	0	4	-4	1.3	60*	12	0.4
CCOc1cccc(=O)c2c(C)n(Cc3ccco3)c(C)c12
    -5	1	-8	-5	13	-0.063	38	0	0.6
Cc1ccc(-c2csc3ncn(/N=C/N(C)C)c(=O)c23)o1
    -3	6	-3	-9	22	0.0079	74*	-5	0.3
CCOc1ccc(NC(=O)c2ccco2)cc1
    -4	-10	3	-4	0	-0.75	22	10	0.8
O=S(=O)(NCCn1ccc2ccccc21)c1ccccc1
    -6	-9	-3	14	15	-0.45	100*	7	0
Cc1oc(-c2ccccc2)nc1CC(=O)O
    2	-9	-3	6	-32	-0.56	-14	11	1.1
FCCCOc1ccc(/C=N/OCc2ccc(Cl)cc2)cc1
    -4	-6	-2	8	5	-0.72	7	4	0.9
CC(=O)Nc1ccccc1-c1nnc(SCc2ccccc2Cl)[nH]c1=O
    -2	-12	2	10	-13	-1.8	6	11	0.9
COCCNC(=O)c1sc2nc(-c3ccccc3)cn2c1C
    -6	0	2	11	-5	·	-7	-2	1.1
CC(CCc1ccco1)NC(=O)Cn1nc(Cc2ccncc2)c2ccccc2c1=O (centres undefined)
    -5	·	2	0	5	-1.6	84*	·	0.2
O=C(NCc1ccccc1)c1cccc(OCC(=O)N2CCN(C(=O)c3ccco3)CC2)c1
    -3	14	-9	6	1	0.68	18	-12	0.8
COc1cc(C(c2sc3ncnn3c2O)N2CCN(c3ccccc3F)CC2)cc(OC)c1OC (centres undefined)
    -1	1	-16	3	5	1.7	16	-2	0.8
Cc1cc(N)n(-c2ncnc3scc(-c4ccccc4)c23)n1
    -2	4	-1	7	1	·	10	-2	0.9
OCCN1CCN(c2ncnc3c2sc2nc(N4CCOCC4)c4c(c23)CCC4)CC1
    ·	·	0	10	·	0.34	84*	·	0.2
O=C(COc1ccccc1)NCc1ccccc1
    -2	-27	-10	1	-18	0.68	74*	22	0.3
CCc1ccccc1NC(=O)Cn1nnc(-c2cccnc2)n1
    -4	13	12	-15	0	-1.1	96*	-12	0
Nc1nonc1-c1noc(N2CCOCC2)n1
    -5	6	13	9	-12	-0.94	·	-4	·
O=C(CSc1nnc2scc(-c3ccccc3)n12)NCc1ccc2c(c1)OCO2
    -2	-30	7	-12	-4	2.1	68*	27	0.3
Cn1c(Cc2ccccc2)nnc1SCC(=O)c1cccs1
    1	-10	-8	-6	-3	-0.49	95*	8	0
CC1CCc2cc(F)ccc2N1C(=O)c1cc2nc(-c3ccco3)cc(C(F)(F)F)n2n1 (centres undefined)
    0	·	2	20	15	0.21	44	·	0.6
Cn1c(=O)c2c(SCc3cccnc3)nc(CC(C)(C)C)nc2n(C)c1=O
    -1	·	6	54*	-16	0.23	90*	·	0.1
CN(C)C(=O)N1CCN(C(=O)c2ccccc2Sc2ccccc2C#N)CC1
    -6	-1	2	-2	-15	0.0033	2	-1	1
CCC(=O)N1CCN(c2nc(-c3ccccc3)c3c(c2C#N)CCCC3)CC1
    -2	5	0	24	-13	0.26	83*	-4	0.2
Cc1cc(N2CCOCC2)c2c(N)c(Br)cc(C)c2n1
    ·	·	-3	-1	·	-0.77	-7	·	1.1
O=C(NCc1ccccc1)c1ccccc1OCC(=O)N1CCCCC1
    1	-3	6	-2	-14	0.42	73*	2	0.3

Next part
Sequence of screens: S1P2 ag	sEH inh	PostGolgi yeast	PostGolgi ctrl	S1P2 antag	hDAT+cocaine	CYP2C19 inh	sEH activator	CYP2C19 activ
O=C1CC(c2ccccc2)Cc2nc(N3CCc4ccccc43)ncc21 (centres undefined)
    -5	-24	·	·	13	-0.33	·	21	·
CCSc1nc2ccccc2n1CCC(=O)O
    -6	2	8	21	15	1.2	3	1	1
O=C(Nc1ccccc1C(=O)NCc1ccco1)c1ccccc1
    1	-8	10	6	2	-0.28	54*	10	0.5
OCCN1CCN(CCSc2ccccc2)CC1
    -1	5	0	0	6	-1.7	31	-5	0.7
O=C(CNS(=O)(=O)c1ccc(Br)s1)N1CCC(N2CCCCC2)CC1
    -6	17	1	0	10	-0.045	22	-19	0.8
O=C(COc1ccccc1Cl)NC(=O)NC1CCCC1
    -2	·	-5	3	3	1	36	·	0.6
COC(=O)C1C(c2ccc(OC)c(OC)c2)NC(c2ccc(OC)c(OC)c2)C(C(=O)OC)S1(=O)=O (centres undefined)
    -6	9	·	·	11	0.11	·	-6	·
CCOC(=O)c1cnn(-c2cc(C)nc3c(-c4ccc(Cl)cc4)c(C)nn23)c1N
    7	3	-2	1	-32	-0.0054	20	-4	0.8
CC1=C(C#N)C(C(F)(F)F)(C(F)(F)F)N=C(c2ccco2)N1
    -1	4	8	3	-4	-2.3	82*	-4	0.2
Cc1nn2c(NCCCN3CCOCC3)c3c(nc2c1-c1ccccc1)CCC3
    -6	·	-5	25	1	0.13	18	·	0.8
CCNC(=O)CC1C(=O)N(CC)C(=S)N1NC(=O)c1ccc(Cl)cc1 (centres undefined)
    -6	6	-12	6	6	-1.2	8	-6	0.9
Cc1ccc(-c2cc(C(=O)N3CCCc4ccccc43)c3ccccc3n2)cc1
    -4	0	1	29	-16	0.97	71*	-2	0.3
CCn1c(=O)c([N+](=O)[O-])c(NCCc2ccccc2)c2ccccc21
    -9	0	-5	1	4	0.42	32	3	0.7
Cc1cc(N2CCOCC2)nc(SCC(=O)c2ccccc2)n1
    ·	·	8	8	·	-0.21	56*	·	0.4
CC(=O)C1=C(C)NC(C)=C(C(C)=O)C1c1ccc(-c2ccccc2Cl)o1
    -3	0	-5	6	-6	1.4	86*	0	0.1

A draw from above in order of heavy-atom count, ascending.
Sequence of screens: S1P2 ag	sEH inh	PostGolgi yeast	PostGolgi ctrl	S1P2 antag	hDAT+cocaine	CYP2C19 inh	sEH activator	CYP2C19 activ
CC1=C(C#N)C(C(F)(F)F)(C(F)(F)F)N=C(c2ccco2)N1
    -1	4	8	3	-4	-2.3	82*	-4	0.2
O=C(Nc1ccccc1C(=O)NCc1ccco1)c1ccccc1
    1	-8	10	6	2	-0.28	54*	10	0.5
COC(=O)C1C(c2ccc(OC)c(OC)c2)NC(c2ccc(OC)c(OC)c2)C(C(=O)OC)S1(=O)=O (centres undefined)
    -6	9	·	·	11	0.11	·	-6	·
